hcGAS inh: inhibitors of human cGAS; recombinant h-cGAS, ATP depletion, Kinase-Glo luminescence; 290,000 tested, 0.081% active; inhibition, % at 12.5 µM; AID 1259398;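 note: 0% = vehicle reaction and 100% = reaction without DNA for no activity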
Target sequence (Q8N884 whole entry, looked up): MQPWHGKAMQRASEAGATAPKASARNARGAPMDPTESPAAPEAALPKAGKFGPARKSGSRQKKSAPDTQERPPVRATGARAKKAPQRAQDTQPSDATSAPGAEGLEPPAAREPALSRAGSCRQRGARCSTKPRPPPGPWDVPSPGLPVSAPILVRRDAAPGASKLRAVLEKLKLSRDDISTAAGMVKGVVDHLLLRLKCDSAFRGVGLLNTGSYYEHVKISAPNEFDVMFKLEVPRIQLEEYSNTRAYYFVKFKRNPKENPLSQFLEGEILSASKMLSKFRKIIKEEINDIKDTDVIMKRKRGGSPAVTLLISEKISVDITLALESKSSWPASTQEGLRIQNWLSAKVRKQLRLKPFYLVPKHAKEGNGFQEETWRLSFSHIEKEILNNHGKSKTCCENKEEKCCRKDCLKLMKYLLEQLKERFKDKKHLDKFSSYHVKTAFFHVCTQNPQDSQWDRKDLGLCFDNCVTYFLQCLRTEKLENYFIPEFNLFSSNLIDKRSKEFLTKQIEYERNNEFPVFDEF
mcGAS inh: inhibitors of mouse cGAS; recombinant cGAS, Kinase-Glo ATP depletion luminescence; 160,000 tested, 0.15% active; inhibition, % at 12.5 µM; Q8C6L5;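 note: 0% = negative control wells and 100% = reference inhibitor with no enzyme activity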
NPYLR7 agonist: mosquito NPYLR7 agonism; activation, % at 10 µM; 270,000 tested, 0.15% active; HEK293T NPYLR7/Galpha15, GCaMP6s calcium fluorescence; in the data active = activation above about 40%;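 note: 0% = vehicle and 100% = reference agonist at the receptor; some compounds past the cut are filed as inactive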
Active calls of the source: *; · = not tested or not shown; & = joins results of further samples. Cut-off read from the data, not from the text of the source, unless noted: active = inhibition above about 40%; inactive = the rest.

1) CC(C(=O)Nc1ccc(N2CCOCC2)cc1)N(C)Cc1cscn1 (stereo unspecified)
2) CC(Sc1nnc(-c2ccc[nH]2)o1)C(=O)N(C)Cc1ccccc1 (stereo unspecified)
3) COc1ccc(CCn2c(C3CC3)n[nH]c2=O)cc1
4) Cc1cc(C)n(-c2cccc(CN(C)Cc3nc(-c4ccccn4)no3)c2)n1
5) CCOc1cccc(C(=O)N2CCC(n3cnc4ccccc43)CC2)c1
6) COc1cc(-c2onc(C)c2C(=O)NCc2ccc(C(F)(F)F)cc2)cc(OC)c1OC

Compound,1,2,3,4,5,6
hcGAS inh,-2.7,-7.8,-5.9,-5.7&-7.8,-1.9,-8.1
mcGAS inh,·,·,·,·,-5.3,-8.2
NPYLR7 agonist,6.6,6.8,4.6,14.3&-8.3,2.3,0.1

7) COCCCNCC(=O)N(Cc1ccc2c(c1)OCO2)Cc1cccs1
8) CC(C)C1CN(c2ccc(C(=O)N3CCOCC3)cn2)CCCN1CC1CC1 (stereo unspecified)
9) CC(=O)Nc1ccc(S(=O)(=O)N2CCN(c3nc(-c4cccc(F)c4)nc(C)c3Cc3ccccc3)CC2)cc1
10) CC(Sc1n[nH]c(=O)n1-c1ccccc1)C(=O)Nc1nccs1 (stereo unspecified)
11) c1nc2c([nH]1)CCNC2c1cc(CN2CCCCC2)cs1 (stereo unspecified)
12) COCCn1c(C(=O)Nc2ccc(C)c(Cl)c2)cc2c(=O)n(C)c(=O)n(C)c21

Compound,7,8,9,10,11,12
hcGAS inh,-1.6,-13.4,-2.3,-19.4,-6.1,-7.2
mcGAS inh,·,·,-7.9,-6.6,·,-9.1
NPYLR7 agonist,-12.0,5.2,4.7,1.1,3.3,-1.4

Retrieved one by one from the list above:
4) Cc1cc(C)n(-c2cccc(CN(C)Cc3nc(-c4ccccn4)no3)c2)n1
8) CC(C)C1CN(c2ccc(C(=O)N3CCOCC3)cn2)CCCN1CC1CC1 (stereo unspecified)

Compound,4,8
hcGAS inh,-5.7&-7.8,-13.4
mcGAS inh,·,·
NPYLR7 agonist,14.3&-8.3,5.2

Other structures follow:
13) Cc1cccc(Cn2c(=O)n(Cc3ccncc3)c(=O)c3ncccc32)c1
14) COc1ccc2nc(NC(=O)/C=C/c3ccc(Br)cc3)sc2c1
15) COc1ccc(-n2c(/C=C/N(C)C)c([N+](=O)[O-])c3ccc(O)c(CN(C)C)c32)cc1
16) CC(C)C(C(=O)NCc1ccc(S(N)(=O)=O)s1)c1ccc(Cl)cc1 (stereo unspecified)
17) Cc1c(CN(C)C2CCC3(CCNCC3)CC2)cnn1C
18) COc1cc(C=CC(=O)N2CCc3sccc3C2)cc(Cl)c1OC(C)C

Compound,13,14,15,16,17,18
hcGAS inh,1.2,5.0,-10.3,-1.1,0.8,-4.1
mcGAS inh,·,-6.2,·,·,·,-4.0
NPYLR7 agonist,6.0,-6.3,2.7,4.7,-1.4,3.5

19) COCCN(Cc1ccc(OS(=O)(=O)c2ccc(F)cc2)cc1)S(=O)(=O)c1ccc(C(C)(C)C)cc1
20) CCCN1CCC(C(=O)NC(c2ccc(Cl)cc2)c2cnccn2)CC1 (stereo unspecified)
21) COc1ccc(-n2c(=O)c3ccccc3n(CC(=O)NCc3cccc(C(F)(F)F)c3)c2=O)cc1
22) CC12CCC(=O)N1C(C(=O)OCC(=O)C13CC4CC(CC(C4)C1)C3)CS2 (stereo unspecified)
23) CCc1cnc(C)nc1N1CCCC(N2CCN(c3ccccc3C)CC2)C1 (stereo unspecified)
24) COc1ccccc1C(=O)N1CCN(C(C(=O)NCCN2CCCCC2)C2CCCC2)CC1 (stereo unspecified)

Compound,19,20,21,22,23,24
hcGAS inh,-13.4,-3.6,-5.8,-8.2,0.4,-5.9
mcGAS inh,-5.8,-2.3,-3.2,·,·,-3.9
NPYLR7 agonist,·,23.0,·,2.1,17.4,-6.2

25) O=C(CN1CCN(c2nc(C3CCCCC3)nc3sc4c(c23)CCCC4)CC1)N1CCOCC1
26) O=C(O)CCc1n[nH]c(=S)[nH]c1=O
27) Nc1cc(-c2ccccc2)nn(Cc2cccc(F)c2)c1=O
28) OCc1ccc(CN2Cc3[nH]cnc3C[C@H]2c2nc(-c3ccc(F)cc3)no2)o1
29) CCn1ncc(Cl)c1C(=O)N1CCn2nc(C(=O)NC3CC3)cc2C1
30) Cc1nc2n(n1)C(=O)C(C(c1cccc(Br)c1)N1CCC3(CC1)OCCO3)S2 (stereo unspecified)

Compound,25,26,27,28,29,30
hcGAS inh,-2.2,-0.1,-2.6,-6.2,3.9,-6.5
mcGAS inh,-1.6,-2.6,·,-4.6,-7.3,-6.3
NPYLR7 agonist,6.3,5.8,0.2,-7.0,2.8,1.9

31) O=C(CSc1nnc(C2CC2)n1C1CC1)c1ccc(CC(=O)N2CCOCC2)s1
32) CCN1CCCC1CNC(=O)C1CCc2nc(N3CCOCC3)ncc2C1 (stereo unspecified)
33) OC[C@H]1CN(Cc2cc3c(cc2Cl)OCO3)C[C@H]1CN1CCCCCC1
34) Cc1ccsc1S(=O)(=O)N1CCC2(CCCN(C)C2=O)C1 (stereo unspecified)
35) CC1CC1C(=O)Nc1ccc(C(=O)NC2CCN(C)CC2)cc1 (stereo unspecified)
36) CC1(C(=O)NS(=O)(=O)c2cccs2)CCN1C(=O)Cc1ccsc1 (stereo unspecified)

Compound,31,32,33,34,35,36
hcGAS inh,3.9,-13.9,-12.4,-2.9,-4.6,-6.5
mcGAS inh,·,-6.4,-5.8,·,·,·
NPYLR7 agonist,0.4,·,·,-7.6,0.1,-2.7

37) O=C(Nc1nnc(SCc2ccccc2Cl)s1)c1cccc([N+](=O)[O-])c1
38) COc1cccc(N2C(=O)CSC2c2cccc(NC(=O)COc3ccc(Cl)cc3)c2)c1 (stereo unspecified)
39) CCOC(=O)c1c(N)nn(C(=O)C(C)(C)C)c1-c1ccccc1
40) CCN(c1ccc(Nc2cc(Cl)nc(N)n2)cc1)C(C)C
41) Cc1nnsc1CNc1nc(-c2cccnc2)nc2c1cnn2C
42) CCOC(=O)c1cc(-c2ccc(N3CCN(C(=O)c4nnc(-c5ccccc5)o4)CC3)cc2)n(-c2ccc(OC)cc2)n1

Compound,37,38,39,40,41,42
hcGAS inh,-7.6,-6.7,6.1,-7.5,-3.4,-3.8
mcGAS inh,-4.3,-4.6,·,·,·,-6.4
NPYLR7 agonist,23.4,-3.3,-14.1,7.0,4.1,·

43) COC(=O)c1ccc(N2CCN(C)CC2)c(NC(=O)c2cccc(C)c2OC)c1
44) CCn1c(=O)n(CC)c2cc(N)c(C)cc21
45) O=C(NCCOc1ccccc1)c1ccc(-c2cc(-c3cccc4ccccc34)[nH]n2)cc1
46) Cc1ccc(C2(O)CCN(Cc3ccc(-c4ccccc4Cl)o3)CC2)nc1
47) CC1(C)O[C@@H]2C[C@@](OCc3cccc(C(F)(F)F)c3)(C(=O)NN3CCOCC3)CC(OCc3ccccc3C#N)[C@@H]2O1 (stereo partly specified)
48) CCOC(=O)c1c(C)n(-c2ccccc2)c2ccc(OC(=O)c3cccc(C)c3)cc12

Compound,43,44,45,46,47,48
hcGAS inh,1.6,-6.8,-10.4,-3.5,9.5,-4.8
mcGAS inh,·,·,-7.6,-18.0,-3.3,·
NPYLR7 agonist,0.5,-6.4,-3.1,1.7,4.4,-0.9

49) COc1ccc2c(c1)CCN2C(=O)c1cnc(-c2ccsc2)s1
50) CCOc1ccc(-c2cc3c(SCC#N)nccn3n2)cc1Cl
51) N#Cc1ccc(C2C(C(=O)O)CCC(=O)N2CC2CCCO2)cc1 (stereo unspecified)
52) O=S(=O)(NCCCC1CCCCC1)N1CCCCCC1
53) CN(C(=O)c1cc2c(=O)n3ccccc3nc2n1C)C1CCCCC1
54) Cc1ccc(-c2nnc3n2N=C(C24CC5CC(CC(C5)C2)C4)CS3)cc1

Compound,49,50,51,52,53,54
hcGAS inh,5.7,-3.1,-3.4,3.0,-6.2&-8.3,-7.0
mcGAS inh,0.0,-6.4,·,·,·,-8.8
NPYLR7 agonist,-4.4,3.2,-23.6,-12.0,5.0&1.4,-2.1

55) Cn1cc(C2c3nc[nH]c3CCN2Cc2ccccc2-c2ccccc2)cn1 (stereo unspecified)
56) Cc1c(C)c2cc(-c3ccn[nH]3)c(O)c(C)c2oc1=O
57) Cc1nc(NC(=O)NCc2cccc(OC(F)(F)F)c2)nn1C(C)C
58) Fc1ccc(Nc2nc(N3CCN(Cc4ccccc4)CC3)nc3nccnc23)cc1
59) COC(=O)c1cnn(-c2ncnc3sc4c(c23)CCCC4)c1N
60) Cc1cccc(C(=O)N(CCN(C)C)Cc2ccsc2)c1

Compound,55,56,57,58,59,60
hcGAS inh,-1.8,-0.5,-2.5,2.6,-0.8,-0.4
mcGAS inh,·,-6.3,-11.4,-5.4,·,·
NPYLR7 agonist,10.4,-7.2,0.6,1.5,-4.4,-4.9

61) CCOC(=O)CN1CCN(c2ccc(Oc3ccccc3)cc2)C(=O)C1C (stereo unspecified)
62) O=C(NCc1ccccn1)c1ccc(S(=O)(=O)N(Cc2ccco2)C2CC2)o1
63) O=c1oc2ccc(Cl)cc2cc1-c1csc(Nc2ccc(Cl)cc2Cl)n1
64) COc1ccccc1C1CN(CCNC(=O)CSc2nc(C)cs2)Cc2ccccc2O1 (stereo unspecified)
65) CCOC(=O)C1=C(C)N=c2s/c(=C\c3ccccc3Cl)c(=O)n2C1c1ccccc1 (stereo unspecified)
66) O=C(Cn1c2ccccc2c(=O)c2ccccc21)NC(c1ccccc1)c1ccccc1

Compound,61,62,63,64,65,66
hcGAS inh,1.8,-1.9,-1.8,-7.4,-0.8,1.4
mcGAS inh,-2.8,-5.4,·,-10.9,-4.8,·
NPYLR7 agonist,-2.0,-8.5,2.4,18.5,5.5,-0.4

67) COc1ccc(C(=O)Nc2cc(C)nn2C)cc1Br
68) NC(=O)C1CCN(CC(=O)Nc2nnc(C3CCCO3)s2)CC1 (stereo unspecified)
69) COCc1cc(C)nc(OCC(=O)N/N=C\c2c(OC)ccc3ccccc23)c1C#N
70) Cn1ncc(N2CCC(CNC(=O)c3n[nH]c4c3CCC4)C2)cc1=O (stereo unspecified)
71) O=C(CCC(=O)N1CCC(c2ccccc2)=N1)OCc1nc2ccccc2c(=O)[nH]1
72) Cn1nnc(NC(=O)c2ccc(C#N)cc2F)n1

Compound,67,68,69,70,71,72
hcGAS inh,-14.6,-11.1,-4.9,-4.3,5.7,-4.5
mcGAS inh,·,-6.5,-4.3,-11.6,·,·
NPYLR7 agonist,1.1,·,-8.9,9.9,-2.3,-2.9

73) COc1ccc(NS(=O)(=O)c2ccc3oc(SCCOc4ccc(OC)cc4)nc3c2)cc1
74) Cn1c(=O)[nH]c(=O)c2c1nc(N1CCCCCC1)n2CCCSc1nc2ccccc2s1
75) C=CCN(CC#Cc1ccccc1)Cc1cnc(C)[nH]1
76) NC(=O)C1(N2CCCCC2)CCN(C(=O)c2sc3ncccc3c2-n2cccc2)CC1
77) CSc1nc(N2CCCC2)c2cnn(CCNC(=O)c3c(F)cccc3Cl)c2n1
78) CC(C)n1c(SC2CCOC2=O)nnc1N(C)C (stereo unspecified)

Compound,73,74,75,76,77,78
hcGAS inh,-19.3,-4.4,-3.1,-2.6,-5.6,-4.7
mcGAS inh,-4.1,·,·,-1.4,-3.7,-16.6
NPYLR7 agonist,12.7,10.1,5.1,-4.2,·,3.3

One compound at a time (already shown). Values in the order: hcGAS inh, mcGAS inh, NPYLR7 agonist
NC(=O)C1(N2CCCCC2)CCN(C(=O)c2sc3ncccc3c2-n2cccc2)CC1 as listed: -2.6, -1.4, -4.2
CSc1nc(N2CCCC2)c2cnn(CCNC(=O)c3c(F)cccc3Cl)c2n1 as listed: -5.6, -3.7, ·
CC(C)n1c(SC2CCOC2=O)nnc1N(C)C (stereo unspecified) as listed: -4.7, -16.6, 3.3
COc1ccc(NS(=O)(=O)c2ccc3oc(SCCOc4ccc(OC)cc4)nc3c2)cc1 as listed: -19.3, -4.1, 12.7
C=CCN(CC#Cc1ccccc1)Cc1cnc(C)[nH]1 as listed: -3.1, ·, 5.1

(more compounds)
79) Cc1ccccc1Nc1nc(NC(C)(C)C)nc(N2C[C@@H]3C[C@H]2CN3)n1
80) NC(=O)C1CCCN(C(=O)CNc2cccc3c2OCCO3)C1 (stereo unspecified)
81) COc1cc(C)ccc1S(=O)(=O)N1CCc2nc(C)n(C)c(=O)c2CC1
82) Cn1c(=O)c2c(nc(CN3CCc4ccccc4C3)n2Cc2ccc(F)cc2)n(C)c1=O
83) CCOc1ccc(N2C(=O)CSC2c2cccc(NC(=O)COCc3ccccc3)c2)cc1 (stereo unspecified)
84) O=c1c2nnn(-c3ccc(Cl)cc3)c2ncn1Cc1ccccn1
85) CC(NC(=O)c1cc(COc2c(F)cccc2F)on1)c1ccccc1Cl (stereo unspecified)

Compound,79,80,81,82,83,84,85
hcGAS inh,-8.3,-9.1,-1.3,7.9,-6.4,-2.9,-7.3
mcGAS inh,·,-17.9,·,·,-6.1,-8.2,-10.6
NPYLR7 agonist,2.2,-0.9,1.8,-17.0,3.7,3.2,7.7

Source: PubChem BioAssay
